# Assay outcomes deposited in PubChem BioAssay by The Scripps Research Institute Molecular Screening Center.
# FBW7 activator = FBW7 E3 ligase activators, primary screen, biochemical, AlphaScreen, human; F-box/WD repeat-containing protein 7 (Homo sapiens), Q969H0; normalized activity (activation), % at 26.1 µM; 0.13% of 650,000 active; AlphaScreen FBW7–phospho-cyclin E peptide binding, activator screen; in the data active = normalized activity above about 1.9%;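 also: purified mutant Fbw7 with reduced substrate affinity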
# MITF inh = MITF inhibitors, primary screen, biochemical, AlphaScreen, human | AlphaScreen MITF homodimerization, bead proximity signal | inhibition, % at 2.6 µM | 0.91% of 650,000 active; in the data active = inhibition above about 50%;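 also: 0% = vehicle wells with protein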
# Target sequence (O75030 whole entry, looked up): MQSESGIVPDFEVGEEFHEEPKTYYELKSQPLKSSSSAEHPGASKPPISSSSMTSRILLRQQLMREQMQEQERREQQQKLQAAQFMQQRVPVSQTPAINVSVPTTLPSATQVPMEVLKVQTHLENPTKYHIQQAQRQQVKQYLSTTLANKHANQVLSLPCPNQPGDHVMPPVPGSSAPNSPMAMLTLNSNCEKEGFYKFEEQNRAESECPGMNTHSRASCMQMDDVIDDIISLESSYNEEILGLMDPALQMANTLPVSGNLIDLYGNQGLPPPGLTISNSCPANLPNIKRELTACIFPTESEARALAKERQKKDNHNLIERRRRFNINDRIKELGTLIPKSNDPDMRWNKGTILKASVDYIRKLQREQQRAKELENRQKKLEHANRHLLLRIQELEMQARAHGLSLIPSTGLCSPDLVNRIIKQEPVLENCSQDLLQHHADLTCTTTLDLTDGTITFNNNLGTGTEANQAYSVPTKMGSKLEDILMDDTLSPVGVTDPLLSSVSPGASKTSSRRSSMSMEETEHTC
# TEAD-YAP inh = TEAD-YAP interaction inhibition, primary screen, TEAD-YAP interaction inhibitor project, luminescence, HEK-TIYL cells; TEAD-Gal4/YAP UAS-luciferase luminescence; inhibition, % at 9.12 µM; 1.4% of 640,000 active; AID 1259422, 2018; in the data active = inhibition above about 32%;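 also: 0% = median of test compound wells and 100% = reference inhibitor wells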
# GPR151 ag = activators of human GPR151, primary screen, cell-based, PathHunter beta-arrestin, luminescence | G-protein coupled receptor 151 (Homo sapiens), Q8TDV0 | PathHunter beta-arrestin GPR151 cells | activation, % at 11.2 µM | 1% of 650,000 active | AID 1508602, 2020; in the data active = activation above about 4.9%;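 also: 0% = median of compound wells and 100% = cells with positive control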
# Target sequence (Q8TDV0 whole entry, looked up): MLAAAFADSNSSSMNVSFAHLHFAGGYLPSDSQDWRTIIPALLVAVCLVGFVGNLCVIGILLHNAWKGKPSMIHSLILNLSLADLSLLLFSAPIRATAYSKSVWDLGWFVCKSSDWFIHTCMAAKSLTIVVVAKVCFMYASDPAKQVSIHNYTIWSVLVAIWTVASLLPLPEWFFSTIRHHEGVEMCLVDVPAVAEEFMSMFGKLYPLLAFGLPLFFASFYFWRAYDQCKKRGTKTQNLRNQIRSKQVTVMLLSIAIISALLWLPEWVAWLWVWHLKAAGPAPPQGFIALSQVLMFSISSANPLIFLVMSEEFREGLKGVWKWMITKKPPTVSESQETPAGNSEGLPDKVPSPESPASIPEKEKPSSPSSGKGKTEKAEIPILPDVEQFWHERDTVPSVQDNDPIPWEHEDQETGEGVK
# * hit, by the source's call; i = inactive; & = joins results of further samples. This is a random part of the collection. Share with any hit: about 3.5%.
# Start of the listing, in advance, 7 compounds:
Compound	FBW7 activator	MITF inh	TEAD-YAP inh	GPR151 ag
Cc1ccc(-c2nn3c(N)c(/C=C4\C=C(Br)C=CC4=O)c(=O)nc3s2)cc1	-0.1	10	-4	-0.9
O=C(OCC(=O)c1ccc(Cl)s1)c1ccc([N+](=O)[O-])o1	0.0	5	-1	-1.6
CN1C(=O)CC(P(=O)(c2ccccc2)c2ccccc2)N(C)C1=O (stereo unspecified)	0.4	16	1	0.0
COc1ccc2nc(C)cc(N3CCC(C(N)=O)CC3)c2c1	-0.2	6	5	-1.0
COC(=O)C1=CN(c2ccc(C(=O)OC)cc2)C=C(C(=O)OC)C1c1cccc(F)c1	0.2	5	12	-0.9
O=C(NCCCN1CCN(c2cccc(Cl)c2)CC1)c1n[nH]c(=O)c2ccccc12	0.1	20	5	-1.4
NC(=O)c1ccc(NC(=O)CN2CCN(c3ccccc3)CC2)cc1	1.3	13	17	0.0

# The listing, from the first entry:
Compound	FBW7 activator	MITF inh	TEAD-YAP inh	GPR151 ag
Cc1ccc(-c2nn3c(N)c(/C=C4\C=C(Br)C=CC4=O)c(=O)nc3s2)cc1	-0.1	10	-4	-0.9
O=C(OCC(=O)c1ccc(Cl)s1)c1ccc([N+](=O)[O-])o1	0.0	5	-1	-1.6
CN1C(=O)CC(P(=O)(c2ccccc2)c2ccccc2)N(C)C1=O (stereo unspecified)	0.4	16	1	0.0
COc1ccc2nc(C)cc(N3CCC(C(N)=O)CC3)c2c1	-0.2	6	5	-1.0
COC(=O)C1=CN(c2ccc(C(=O)OC)cc2)C=C(C(=O)OC)C1c1cccc(F)c1	0.2	5	12	-0.9
O=C(NCCCN1CCN(c2cccc(Cl)c2)CC1)c1n[nH]c(=O)c2ccccc12	0.1	20	5	-1.4
NC(=O)c1ccc(NC(=O)CN2CCN(c3ccccc3)CC2)cc1	1.3	13	17	0.0
COc1cc(C(=O)Nc2cc(-c3nc4ccccc4o3)ccc2C)cc(OC)c1OC	0.2	15	-1	0.6
CC1(C)C(=O)NCCN1C(=O)c1ccc(Br)s1	-0.1	12	7	1.0
O=C(Nc1sc2c(c1C(=O)Nc1ccccc1)CCCCC2)c1ccccc1Br	0.0	-6	-9	-0.7
CS(=O)(=O)N(CC(=O)N1CCCCC1)c1ccc(C23CC4CC(CC(C4)C2)C3)cc1	-0.2	-8	6	-0.2
CCOc1ccc(/C=C/C(=O)Nc2ccc(C(N)=O)cc2)cc1OC	0.1	0	-3	0.6

# Part of the list above, with values under each structure.
# Under each structure: FBW7 activator | MITF inh | TEAD-YAP inh | GPR151 ag
- Cc1ccc(-c2nn3c(N)c(/C=C4\C=C(Br)C=CC4=O)c(=O)nc3s2)cc1
  -0.1 | 10 | -4 | -0.9
- NC(=O)c1ccc(NC(=O)CN2CCN(c3ccccc3)CC2)cc1
  1.3 | 13 | 17 | 0.0
- O=C(NCCCN1CCN(c2cccc(Cl)c2)CC1)c1n[nH]c(=O)c2ccccc12
  0.1 | 20 | 5 | -1.4

# New compounds follow:
Compound	FBW7 activator	MITF inh	TEAD-YAP inh	GPR151 ag
COc1ccc2c(c1)C(C)(C)C1(C=Cc3cc([N+](=O)[O-])ccc3S1)N2C (stereo unspecified)	-0.1	0	7	-0.5
COc1ccc(-c2nc(CS(=O)CC(=O)NCCc3ccccc3)c(C)o2)cc1 (stereo unspecified)	0.2	-7	-2	1.4
C#CCN(C)C(=O)c1cnc2scc(-c3ccc(Cl)s3)n2c1=O	-0.3	12	0	2.0
Cc1cc(C)cc(NC(=O)C2CC23CCN(C(=O)c2cn[nH]c2)CC3)c1 (stereo unspecified)	0.0	8	5	0.0
COc1ccc(-c2nc3c(NCCCN4CCCC4=O)ncnc3n2C(C)C)cc1	0.2	3	-10	-0.7
C=CCNC(=S)NCCNC(=S)NCC=C	0.8	14	0	-0.9
COc1cccc(NC(=S)N(Cc2cccnc2)Cc2ccccc2Cl)c1	-0.2	2	-2	-0.1
Cc1cc(C)n(-c2cc(N3CCN(C(=O)Cc4ccc(F)cc4)CC3)ccc2[N+](=O)[O-])n1	-0.1	-4	-13	-1.2
c1ccc(-c2nn3nnnc3c3ccccc23)cc1	-0.1	-8	-5	0.2
CCOC(=O)N1CCC(NC2CCN(c3cccc(NS(=O)(=O)CC)c3)CC2)CC1	0.2	7	11	-0.3
CC(C)CNC(=O)CC(=O)N/N=C/c1ccc2c(c1)OCO2	0.6	6	5	-0.6
COc1ccc(-c2cc(C3CC3)nc(SC)c2C#N)cc1	0.0	-10	2	0.0

# More compounds.
Compound	FBW7 activator	MITF inh	TEAD-YAP inh	GPR151 ag
C/C(=N\N=C1/NC(=O)CC(C(=O)O)S1)c1ccc(F)cc1 (stereo unspecified)	0.3	2	3	0.5
C/C(N)=C(/C#N)C(=O)COC(=O)c1ccc(Cl)c(N)c1	0.1	8	-2	-1.9
COc1c(C2=CC(=O)N(C)C2=O)c2c(n1C)C(=O)c1ccccc1C2=O	0.0	i	2	1.2
Cc1ccc(-c2nc3ccccc3s2)cc1NC(=O)c1ccc([N+](=O)[O-])o1	0.4	17	-13	4.2
CC(=O)Nc1cccc(Oc2cc([N+](=O)[O-])cc3c2C(=O)Nc2ccccc2O3)c1	0.2	-2	-8	0.3
C=CCSc1nnc2c(n1)OC(c1cc(C)ccc1OC(C)=O)N(C(C)=O)c1ccccc1-2 (stereo unspecified)	0.1	3	-12	-1.6
CSc1ncccc1C(=O)OCC(=O)N(C)CCC#N	-0.1	-6	-5	-0.7
COc1ccccc1-c1cc(C(=O)NC(C)c2ccccc2)no1 (stereo unspecified)	-0.1	1	-3	0.2
Cc1nc(N2CCC(C)CC2)c2c(C)c(C(=O)Nc3ccc(F)c(Cl)c3)sc2n1	-0.4	8	-4	-0.2
O=C1CCCN1CCn1cnc2c(NCc3nc4ccccc4[nH]3)nc(-c3ccc(N4CCOCC4)nc3)nc21	0.0	16	2	0.7
COCCCNC(=O)CSc1nc2ccccc2c(=O)n1CC1CCC(C(=O)NCc2ccccc2Cl)CC1 (stereo unspecified)	0.1	-5	-13	0.9
COc1ccc(S(=O)(=O)Nc2cc(C)c(O)cc2C(C)C)cc1	0.3	14	15	-1.9

# (more compounds)
Compound	FBW7 activator	MITF inh	TEAD-YAP inh	GPR151 ag
COCCNC(=O)[C@@H]1C[C@@H](NCc2ccc(-c3ccccc3)cc2)CN1Cc1ccccc1	0.0	6	2	1.4
CCOC(=O)c1ccc(NC(=O)C2CC3CCC2C3)cc1 (stereo unspecified)	-0.1	-4	-65	-0.2
CCCNc1nc(-c2ccc(C(=O)NC3CC3)cc2)ncc1C	0.1	-4	-8	0.6
CC1(C)Cc2cccc(OCC(=O)NCC3CCCO3)c2O1 (stereo unspecified)	-0.1	9	-2	1.5
CCCCn1c(SCC(=O)NC(C)c2ccccc2)nc2cc(S(N)(=O)=O)ccc21 (stereo unspecified)	0.1	5	4	-0.1
COc1ccccc1-c1nnc(C2CCN(S(=O)(=O)c3ccc(F)cc3)CC2)o1	-0.2	11	3	0.5
CCc1ccc(NC(=S)Nc2cc(C(=O)NCc3ccc(OC)cc3)ccc2N2CC3CC(C2)c2cccc(=O)n2C3)cc1 (stereo unspecified)	0.0	-7	-6	-1.3
COc1cccc(C(=O)N2CC(C)OC(C)C2)c1 (stereo unspecified)	0.0	1	1	-0.4
Cc1ccc(OCCc2nc3ccccc3[nH]2)cc1	-0.1	-1	-13	0.0
Cc1cc(-c2ccccc2)nc(SCC(=O)Nc2ccccn2)n1	0.0	17	6	2.0
COc1ccc(C(c2nnnn2C2CCCC2)N2CCC(C)CC2)c(OC)c1 (stereo unspecified)	0.2	24	-9	-1.4
O=C(C1CC1c1ccccc1)N1CCc2ccccc2C1 (stereo unspecified)	0.0	-9	-17	-1.3

# The list continues:
Compound	FBW7 activator	MITF inh	TEAD-YAP inh	GPR151 ag
CCC(=O)c1ccc(OC(=O)c2ccc(F)cc2)cc1	0.2	-2	9	-2.2
CC(C)[C@H](CO)n1c(=O)[nH]c2ncc(-c3ccco3)nc21	0.6	24	0	0.7
O=C(O)C1CN(S(=O)(=O)c2ccc(Cl)cc2)c2cc(Cl)ccc2O1 (stereo unspecified)	-0.1	-4	-4	-1.0
COc1cccc(-c2nc(C(N)=O)c3[nH]c(=O)n(C4CCCCC4)c3n2)c1O	0.4	2	5	-0.7
Nc1c(C(=O)N2CC(=O)Nc3ccccc32)sc2nc3cc4c(cc3cc12)OCO4	-0.1	12	2	0.4
COc1ccccc1NC(=O)C1=C(C)NC(=O)NC1c1cccc(OC)c1OC (stereo unspecified)	0.0	11	-4	0.7
COc1ccc(C(=O)N/C(=C\c2ccc(F)cc2)C(=O)Nc2ccc3ccccc3c2)cc1	0.2	9	9	2.4
O=C(COn1nnc2ccc([N+](=O)[O-])cc21)N1c2ccccc2Sc2ccccc21	-0.2	2	10	0.1
CCCN1C(=O)C2C(C(=O)Nc3ccc(Cl)cc3)C3C=CC2(O3)C1C(=O)NC1CCCC(C)C1C (stereo unspecified)	0.0	5	-16	0.2
C/C(CN1C(=O)c2ccccc2C1=O)=N/NC(=O)c1cc(Br)ccc1O	0.0	9	-16	-3.7
Cc1ccc(C(=O)COC(=O)c2cc(-c3ccc(Cl)cc3)nc3ccccc23)cc1[N+](=O)[O-]	0.0	-9	2	0.0
CCCC1=NN2C(=N)/C(=C/c3cc(Br)c(OCc4ccc(F)cc4)c(OCC)c3)C(=O)N=C2S1	-0.2	3	-1	-0.3

# Additional entries:
Compound	FBW7 activator	MITF inh	TEAD-YAP inh	GPR151 ag
CCOc1ccc(C)cc1S(=O)(=O)NC(C)(C)C	0.0	14	5	0.7
Cc1cc2c(o1)c1cnn(CC(N)=O)c(=O)c1n2C(C)C	-0.1	-4	-7	1.3
CCOC(=O)c1ccc(NC(=O)C(=O)NCCCOC)cc1	0.1	-9	-4	1.2
Cc1scc(C(=O)NN2CCOCC2)c1-c1ccccc1	-0.1	-7	2	1.4
CCc1ccc(C(=O)NCc2nnc(SC)n2C(C)C)cc1	0.0	-3	4	-0.2
CCOC(=O)C1=C(Cn2ccc(C(F)(F)F)n2)NC(=O)NC1c1cccc([N+](=O)[O-])c1 (stereo unspecified)	-0.2	-7	5	0.6
COc1cc(OC)cc(C(=O)Nc2ccc(-c3nnc4n3CCCCC4)cc2)c1	0.5	9	-6	-1.6
Cc1ccc(-n2nc(C(=O)Nc3cccnc3)c3c4ccccc4n(C)c3c2=O)cc1	0.5	21	4	0.4
Cc1cccn2c(=O)c3cc(C(=O)NCc4cccnc4)c(=N)n(CCOCCO)c3nc12	0.2	8	16	1.4
CC[C@@H]1NC(=O)[C@H]2CN(C(=O)c3cccc(Cl)c3)CCN2C1=O	0.0	6	-2	13*
Cc1ccc(C(=O)O)cc1NC1CC(=O)N(c2c(C)cccc2C)C1=O (stereo unspecified)	-0.1	-2	1	0.6
Cc1cc(=O)oc2c(OC(=O)c3cc4ccccc4o3)c(OC(=O)c3cc4ccccc4o3)ccc12	-0.3	6	-4	0.4

# (further entries)
Compound	FBW7 activator	MITF inh	TEAD-YAP inh	GPR151 ag
COC(=O)c1ccc(C2Nc3c(OC)cc(OC)cc3C3C=CCC32)cc1 (stereo unspecified)	1.3&-0.1	19&12	-3&-7	-0.9&-0.3
CN(C)c1cccc(-c2cnc3[nH]c(=O)n(C4CCCCC4)c3n2)c1	-0.5	16	-8	-0.8
CCC(=O)N(Cc1cc2ccc(OC)cc2nc1Cl)CC1CCCO1 (stereo unspecified)	-0.3	7	17	-0.8
N#Cc1nnc2c(N=Nc3ccccc3)c(=O)[nH]n2c1N	-0.2	21	-12	1.2
COc1cccc2cc(C(=O)Oc3ccc([N+](=O)[O-])cc3)c(=O)oc12	-0.1	-6	2	1.2
COc1ccc(OC)c(C2C(C#N)=C(N)Oc3n[nH]c(-c4ccc(C)cc4)c32)c1 (stereo unspecified)	-0.1	-13	-8	1.1
c1ccc2[nH]c(CNc3nc(N4CCN(Cc5ccc6c(c5)OCO6)CC4)nc4nc[nH]c34)nc2c1	0.1	4	4	1.1
CCOc1cc(N2CCOCC2)c(OCC)cc1NC(=S)NC(=O)C1CC1	0.4	-11	-4	-0.6
CC(C)(CC(=O)OCC(=O)CCc1ccccc1)CC1=NS(=O)(=O)c2ccccc2N1	0.1	-1	9	-0.9
O=C(O)c1cccc(NC(=O)C2CC=CCC2C(=O)OCC(F)(F)C(F)F)c1 (stereo unspecified)	-0.2	-12	-10	-1.1
CO[C@@H]1[C@@H](OC(=O)c2ccc(C)[nH]2)[C@@H](O)C(Oc2ccc3c(O)c(NC(=O)c4[nH]cc(C(=O)Nc5c(O)c6ccc(OC7OC(C)(C)[C@@H](OC)[C@H](OC(=O)c8ccc(C)[nH]8)[C@@H]7O)c(C)c6oc5=O)c4C)c(=O)oc3c2C)OC1(C)C (stereo partly specified)	-0.1	15	-4	-0.4
C=CCN=c1scc(-c2ccc(OC(F)F)cc2)n1/N=C(\C)c1ccncc1	-0.2	35	16	-0.8
Cc1cccc(-c2nc(Nc3ccc(C)c(F)c3)c3ccccc3n2)c1	-0.2	4	8	0.6
